From PubChem
Eya2 inh = Eya2 (human) phosphatase inhibition | O00167 | recombinant Eya2, OMFP fluorescence dephosphorylation (OMFP is methylfluorescein phosphate) | Potency, µM (doses to about 76.9 µM), for inactives: at the top dose activity, negative = inhibition, usual class: inhibitors | hit rate 0.006% among 330,000; also: potency is read from the fitted curve at half-maximal effect; % is scaled to controls: 0 for no effect and ±100 for the full control effect
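Eya2 (0.2 uM) preincubated 10 min at ambient with compound, then OMFP substrate added at 50 uM; 10 min reaction in 50 mM HEPES pH 7.5, 50 mM NaCl, 5 uM MgCl2, 0.05% BSA, 1 mM DTT. Fluorescence read at Ex 485/Em 525 nm.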
Integrin act MD = activates integrin-mediated alleviation for muscular dystrophy. alpha7betagal myoblasts, beta-gal FDG fluorescence, 48 h. Potency, µM (highest dose often 38.3 µM), for inactives: top-dose activation, actives largely listed as activators. hit rate 0.064% among 350,000. AID 624291;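 also: potency is read from the fitted curve at half-maximal effect; 100% = response of the positive control SU9516; nearly all actives have a fitted effect of over 60% in size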
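Alpha7betagal+/- myoblasts (passage 13) were plated 16-24 hr, then exposed to compounds (1:260 dilution of DMSO stock) for 48 hours at 37C. After MPER lysis, β-galactosidase reporter activity was read as FDG fluorescence (ex 480/em 540) after 30 minutes.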
ELG1 genotoxic = genotoxicity induction in ELG1-luciferase HEK293T cells; hit rate 1.3% among 330,000; HEK293T ELG1-luciferase reporter, luminescence, 16 h; Potency, µM (highest dose often 46 µM), inactives show top-dose activity change, positive = activation, actives largely listed as activators; also: potency is read from the fitted curve at half-maximal effect; % of control where 0% means no effect; nearly all actives have a fitted effect of over 60% in size
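ELG1-luciferase HEK293T cells, 2,000/well; compound pinned in; 16 hr, 37 °C, 5% CO2; ONE-Glo, 30 min RT; luminescence on CCD imager.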
p53 reactivator = re-activators of mutant p53; H1299 p53-A138V BP100-luciferase reporter, luminescence, 24 h; Potency, µM (doses to about 92.2 µM), for inactives: top-dose activity change, positive = activation, hits mostly activators; hit rate 0.063% among 320,000; AID 504706; also: potency is read from the fitted curve at half-maximal effect; % of control where 0% means no effect; nearly all actives have a fitted effect of over 45% in size
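H1299 (p53-null), stable ts p53-A138V + BP100-Luc; 1000 cells/well, Opti-MEM/10% FBS; cpd 4 pt, 1:5; 24 h, 37 deg C, 5% CO2; detection reagent 10 min RT; luminescence.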
B2AR arrestin = agonists driving beta-arrestin recruitment to human beta2-adrenergic receptor | Potency, µM (highest dose often 46.1 µM), inactives show top-dose activation, hits mostly activators | beta-arrestin recruitment to beta2AR, cell-based reporter | P07550 | hit rate 0.02% among 330,000 | AID 492947;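 also: potency is read from the fitted curve at half-maximal effect; 0% = DMSO controls and full agonism = EC100 isoproterenol or metaproterenol; nearly all actives have a fitted effect of over 65% in size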
Target sequence (P07550 whole entry, looked up): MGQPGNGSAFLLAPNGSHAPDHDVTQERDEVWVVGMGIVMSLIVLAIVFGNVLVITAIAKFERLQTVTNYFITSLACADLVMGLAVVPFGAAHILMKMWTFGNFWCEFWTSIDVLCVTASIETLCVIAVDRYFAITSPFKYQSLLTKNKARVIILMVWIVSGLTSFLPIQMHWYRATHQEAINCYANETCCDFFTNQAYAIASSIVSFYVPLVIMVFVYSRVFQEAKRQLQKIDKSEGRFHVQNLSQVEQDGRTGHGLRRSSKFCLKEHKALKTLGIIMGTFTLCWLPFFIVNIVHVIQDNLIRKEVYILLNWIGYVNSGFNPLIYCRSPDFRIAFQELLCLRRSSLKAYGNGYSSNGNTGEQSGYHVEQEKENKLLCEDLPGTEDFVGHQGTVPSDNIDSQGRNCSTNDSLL
PTAP TSG101 blk = blocks PTAP/TSG101 interaction to inhibit HIV-1 budding; Q99816; Fluorescence polarization, FITC-PTAP peptide / Tsg101 binding; Potency, µM (highest dose often 115 µM), for inactives: top-dose activity change, negative = inhibition, hits mostly inhibitors; 340,000 tested, under 10 active; active = well fitted inhibition curve with a large enough effect in the main read-out, with a control signal flat, not every such curve was filed as active; inconclusive = small, poorly fitted or top-dose-only effect, or effect the other way, or a change in a side signal; inactive = no such curve, though single readings can be large or run the other way; also: potency is read from the fitted curve at half-maximal effect; % of control where 0% means no effect
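Compounds were pin-transferred onto Tsg101 binding domain (10 uM final) in HEPES pH 7.5 buffer, then FITC-PTAP peptide was added at 50 nM final. After 20 min at RT, polarization reported peptide displacement across a qHTS concentration series.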
BRCA1 expr act = BRCA1 expression activation | MCF7-BRCA1-FFLuc reporter, luminescence, 48 h; response scale: scaled: vehicle 0%, 10 µM genistein 100% | Potency, µM (doses to about 46.1 µM), without a hit: at the highest dose activation, hits mostly activators | AID 624202 | hit rate 1.1% among 380,000; also: potency is read from the fitted curve at half-maximal effect; nearly all actives have a fitted effect of over 80% in size; some results filed as inactive show a strong effect at the top dose
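MCF7-BRCA1-FFLuc, 2000 cells/well; 2 h attach, 37 °C/5% CO2; compound 48 h; luciferase substrate 15 min; luminescence end-point. Norm. to genistein 10 microM max activation and DMSO; concentration-response curves fitted.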
USP2a block = blocks human ubiquitin-specific protease USP2a; O75604; USP2 core, Ub-CHOP2 coupled fluorogenic reporter, 485/531; Potency, µM (titrated, usually from 38.3 µM), inactives show at the highest dose activity change, negative = inhibition, actives largely listed as inhibitors; hit rate 0.01% among 330,000; AID 463254;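 also: potency is read from the fitted curve at half-maximal effect; plate controls were DMSO wells for no effect and full inhibition by NEM control for full effect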
Target sequence (O75604 whole entry, looked up): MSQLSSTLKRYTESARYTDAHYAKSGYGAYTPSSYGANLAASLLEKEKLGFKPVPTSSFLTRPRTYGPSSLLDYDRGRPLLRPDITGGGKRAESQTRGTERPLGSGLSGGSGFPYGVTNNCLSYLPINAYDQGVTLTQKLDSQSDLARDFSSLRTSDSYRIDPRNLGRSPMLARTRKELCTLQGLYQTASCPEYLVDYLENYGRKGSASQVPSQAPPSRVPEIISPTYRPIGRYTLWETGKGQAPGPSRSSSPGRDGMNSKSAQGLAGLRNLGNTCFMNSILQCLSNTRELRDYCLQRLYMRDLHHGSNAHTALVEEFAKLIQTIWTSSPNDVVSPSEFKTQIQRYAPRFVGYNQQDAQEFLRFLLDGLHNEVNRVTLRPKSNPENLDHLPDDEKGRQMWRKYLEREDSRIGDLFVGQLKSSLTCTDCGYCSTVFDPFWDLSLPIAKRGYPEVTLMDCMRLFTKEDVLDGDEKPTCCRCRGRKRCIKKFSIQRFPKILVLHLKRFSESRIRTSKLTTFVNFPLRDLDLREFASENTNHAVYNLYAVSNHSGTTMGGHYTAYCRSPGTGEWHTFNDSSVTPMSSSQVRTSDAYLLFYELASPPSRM
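USP2 core (10nM final) preincubated 30min RT with compound in 20mM Tris-HCl pH 8.0, 2mM CaCl2, 2mM beta-mercaptoethanol, 0.05% CHAPS; 25nM Ub-CHOP2 plus 25nM reporter substrate added, fluorescence (Ex485/Em531) read after 60min.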
uPA generation = blocks generation of uPA at the cell surface; hit rate 0.31% among 330,000; Potency, µM (top dose mostly 38.3 µM), for the others: top-dose activity change, negative = inhibition, hits mostly inhibitors; AID 540303; cell surface uPA generation assay, qHTS; active = well fitted inhibition curve with a large enough effect; inconclusive = small, poorly fitted or top-dose-only effect; inactive = no such curve, though single readings can be large or run the other way; tested in mouse RAW 264.7 cells; also: potency is read from the fitted curve at half-maximal effect; % is scaled to controls: 0 for no effect and ±100 for the full control effect; nearly all actives have a fitted effect of over 55% in size
TRPV1 agonist = human TRPV1 agonism; Q8NER1; TRPV1-expressing cells, Fluo-8 calcium influx, agonist mode; activation, % at 8.33 µM; hit rate 0.19% among 320,000; AID 540275; in the data active = activation above about 80%; inconclusive = between about 30% and that limit; also: 0% is about no effect
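Cells expressing TRPV1 were dye-loaded with Fluo-8 and read kinetically: 10 s baseline, 3 min after compound (agonist portion), then 2 min after EC20 capsaicin (allosteric enhancer portion). Calcium-bound dye fluorescence at 480/520 nm.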
ASM inhibitor = blocks human secretory acid sphingomyelinase; P17405; placental ASM, HMU-PC fluorogenic substrate, 60 min; Potency, µM (highest dose often 57.5 µM), for the others: at the top dose activity change, negative = inhibition, usual class: inhibitors; hit rate 0.006% among 340,000; AID 504937; also: potency is read from the fitted curve at half-maximal effect
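Fluorogenic HMU-PC substrate (9 uM final) is turned over by placental ASM in 60 min at 37 C after a 10 min compound preincubation. Reaction ended by alkaline stop (pH 10), with fluorescence read at 386/447 nm.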
Starred values were filed as active, the others as inactive; ? = inconclusive; nt = not tested or not shown; [ ] = remark or other dose. Unless noted, calls follow the shape of the dose curve; as a rule, active = well fitted curve in the direction sought with a large enough effect; inconclusive = small, poorly fitted or top-dose-only effect, or another doubt; inactive = no such curve, though single readings can be large; an effect the other way counts as inactive or inconclusive.

SMILES	Eya2 inh	Integrin act MD	ELG1 genotoxic	p53 reactivator	B2AR arrestin	PTAP TSG101 blk	BRCA1 expr act	USP2a block	uPA generation	TRPV1 agonist	ASM inhibitor
COc1cc(NC(=S)NCc2ccc(S(N)(=O)=O)cc2)c(OC)cc1Cl	0%	-5%	-3%	-5%	-0.9%	-1%	-5%	5%	2%	1	0%
CCN(CC)C1=NC=CC(c2ccccc2)=CC1C (stereo unspecified)	-3%	4%	0%	-1%	0.0%	0%	-10%	1%	3%	0	6%
CCCCN(C(=O)C1CCN(C(=O)c2ccccc2C)CC1)c1c(N)n(CCCC)c(=O)[nH]c1=O	-7%	0%	-2%	5%	-0.9%	-5%	3%	1%	20%	0	3%
O=C(/C=C/c1ccco1)N1CCCC(c2ccccc2)C1 (stereo unspecified)	-19%	-11%	4%	4%	0.0%	-9%	31%	-2%	-6%	?	0%
Cc1ccc(/C=N/N2CCN(c3ccccc3)CC2)cc1	1%	13%	?	-13%	-0.2%	0%	13µM*	3%	1%	1	1%
Cc1noc(NC(=O)c2ccccc2Cl)c1C#N	8%	-15%	-1%	-2%	0.1%	-2%	0%	-2%	3%	2	1%
CCN1CCN(CC(=O)c2c[nH]c3ccccc23)CC1	-14%	7%	-1%	-15%	-0.5%	-1%	-30%	-1%	-4%	4	1%
Cn1c(=O)cc(SCC(=O)NCC2COc3ccccc3O2)c2ccccc21 (stereo unspecified)	8%	16%	-1%	-19%	0.3%	-11%	-6%	1%	-5%	2	-1%
CCOc1ccc(CCNC(=O)c2cccc(NC3=NC4CS(=O)(=O)CC4S3)c2)cc1OCC (stereo unspecified)	-11%	-17%	5%	7%	0.5%	1%	-21%	-1%	2%	-1	3%
O=C(CNCc1cccs1)NC12CC3CC(CC(C3)C1)C2	2%	-26%	4%	-1%	0.0%	-1%	11%	2%	-2%	12	4%
CCOc1ccc(S(=O)(=O)NCCC(=O)NC2CCCCC2)cc1	-25%	7%	-6%	-3%	-0.4%	2%	3%	-1%	3%	1	-2%
O=C(NCCSc1c[nH]c2ccccc12)c1ccc(Br)o1	3%	9%	-2%	-6%	0.2%	-5%	-17%	1%	9%	?	-1%
Cc1ccc(S(=O)(=O)Nc2cc3c(C(=O)Nc4ccccc4)c(C)oc3c3ccccc23)cc1	10%	8%	0%	20%	0.2%	0%	-49%	2%	2%	2	?
CC1CCc2nc3ccc(S(=O)(=O)N4CCC(C(=O)N5CCCCC5)CC4)cc3c(C(=O)O)c2C1 (stereo unspecified)	-13%	0%	2%	5%	-0.7%	-6%	0%	5%	8%	1	6%
CS(=O)(=O)N1CCN(c2ccccc2NC(=O)c2ccc(Cl)cc2)CC1	4%	10%	-4%	4%	-0.2%	-4%	-33%	-3%	3%	2	-3%
COc1cccc(/C=N/n2c(N)c(S(=O)(=O)c3cccs3)c3nc4ccccc4nc32)c1OC	7%	9%	-3%	-16%	-0.3%	-15%	-25%	6%	nt	-3	162%[activator]
O=C(CCNC(=O)Cn1cnc2ccccc2c1=O)NCCC1=CCCCC1	-34%	4%	-1%	-1%	-0.3%	3%	1%	0%	11%	2	-2%
O=C(NNC(=O)c1ccc([N+](=O)[O-])cc1C(=O)O)c1ccncc1	6%	58%	0%	1%	-0.4%	1%	-14%	1%	5%	?	0%
CC(=O)c1sc(N/N=C\c2ccc(C)cc2)nc1C	-9%	-29%	18µM*	?	3.3%	1%	?	-1%	2%	6	174%[activator]
CCNC(=O)CC1C(=O)N(c2ccc(OC)cc2)C(=O)N1CCOC (stereo unspecified)	-8%	?	?	-5%	0.5%	-1%	-3%	3%	?	-2	-1%
CCCN1C(=O)/C(=C/c2ccc3c(c2)OCO3)NC1=S	-10%	5%	-23%	-3%	-1.2%	-1%	-4%	4%	-30%	?	-3%
Cc1cc(OCC[N+]2(C)CCCCC2)nc2ccccc12	16%	17%	1%	12%	-0.1%	-1%	6%	8%	2%	-3	2%
CN(CC(=O)Nc1ccccc1Br)C(=O)CCc1ccccc1	5%	12%	1%	-3%	-0.4%	-1%	-7%	0%	-3%	1	0%
C=CCSc1nnc(NC(=O)COc2ccccc2)s1	-4%	8%	4%	4%	0.0%	2%	-5%	0%	-41%	4	4%

Just ELG1 genotoxic, for some of the entries so far:
| Molecule | ELG1 genotoxic |
| --- | --- |
| CCNC(=O)CC1C(=O)N(c2ccc(OC)cc2)C(=O)N1CCOC (stereo unspecified) | ? |
| CCCN1C(=O)/C(=C/c2ccc3c(c2)OCO3)NC1=S | -23% |
| Cc1cc(OCC[N+]2(C)CCCCC2)nc2ccccc12 | 1% |
| CN(CC(=O)Nc1ccccc1Br)C(=O)CCc1ccccc1 | 1% |
| C=CCSc1nnc(NC(=O)COc2ccccc2)s1 | 4% |

New compounds follow
SMILES	Eya2 inh	Integrin act MD	ELG1 genotoxic	p53 reactivator	B2AR arrestin	PTAP TSG101 blk	BRCA1 expr act	USP2a block	uPA generation	TRPV1 agonist	ASM inhibitor
O=C(Cn1nc(-c2ccccc2)c2ccccc2c1=O)Nc1ccc(O)cc1	3%	16%	-1%	-8%	0.6%	-2%	1%	-9%	26%	-2	1%
CCN(CC)c1ccc(/C=N/NC(=S)NCc2ccccc2)c(O)c1	3%	-26%	9%	10%	-0.3%	1%	-57%	3%	-10%	2	224%[activator]
COc1ccc(CCNC(=O)C(=O)NCC2CCCN2S(=O)(=O)c2cccs2)cc1OC (stereo unspecified)	18%	-6%	-21%	-3%	0.0%	-3%	18%	0%	0%	-3	33%
Fc1ccc(NC(=S)N2CCN(c3cccc(C(F)(F)F)c3)CC2)cc1	-13%	4%	-1%	2%	-1.8%	1%	-23%	-2%	-2%	?	1%
O=C(Nc1ccccc1)N(Cc1ccccc1)C1=NCCS1	15%	3%	3%	?	0.1%	-1%	2%	-1%	6%	0	2%
CC1CCN(C(=O)c2cc3ccccc3c(=O)o2)CC1	1%	-39%[inhibitor]	9%	?	-0.4%	-2%	47%	8%	-2%	10	4%
COc1ccccc1CN1CC(C(=O)NCCSc2nnnn2C)CCC1=O (stereo unspecified)	1%	-7%	1%	-9%	-0.9%	-2%	0%	-1%	-2%	-1	3%
COc1ccc(C(=O)NCCN2CCOCC2)cc1OC	3%	15%	2%	6%	-0.6%	-2%	12%	-1%	1%	-2	3%
CN(C)c1ccc(C(CNS(=O)(=O)c2ccc([N+](=O)[O-])cc2)N2CCCC2)cc1 (stereo unspecified)	-19%	-18%	-2%	?	-0.5%	-1%	1%	0%	-2%	0	-3%
O=C(Nc1cccc(F)c1)N1CCCC(CNS(=O)(=O)Cc2ccccc2)C1 (stereo unspecified)	0%	39%	-1%	-2%	-0.3%	3%	-1%	-1%	nt	8	1%
CCOC(=O)CCc1nn(C)c(=O)c2ccccc12	9%	-2%	2%	-3%	-0.7%	-1%	0%	1%	2%	1	2%
Cc1nnc(SCC(=O)Nc2ccc(Cl)cn2)n1Cc1ccccc1	-9%	-22%	-3%	2%	0.2%	-8%	-26%	0%	-5%	3	-2%
O=C(CSc1nnc2sc3ccccc3n12)NCc1ccc2c(c1)OCO2	-1%	-5%	-1%	-4%	-1.0%	0%	-7%	4%	-2%	0	5%
CC(C)(C)NC(=O)CSc1nc(Cc2ccccc2)nc2ccccc12	-14%	-31%	-7%	-44%[inhibitor]	0.6%	-9%	-68%	0%	-10%	?	-11%

One compound at a time, from the list above. Order of screens: Eya2 inh, Integrin act MD, ELG1 genotoxic, p53 reactivator, B2AR arrestin, PTAP TSG101 blk, BRCA1 expr act, USP2a block, uPA generation, TRPV1 agonist, ASM inhibitor
Cc1nnc(SCC(=O)Nc2ccc(Cl)cn2)n1Cc1ccccc1 is listed with -9%, -22%, -3%, 2%, 0.2%, -8%, -26%, 0%, -5%, 3, -2%
O=C(Nc1cccc(F)c1)N1CCCC(CNS(=O)(=O)Cc2ccccc2)C1 (stereo unspecified) is listed with 0%, 39%, -1%, -2%, -0.3%, 3%, -1%, -1%, nt, 8, 1%
